TDP2 inh: TDP2 (human) inhibition, absorbance primary screen | O95551 | recombinant TDP2, T5PNP hydrolysis, p-nitrophenol absorbance 415 nm | inhibition, % at 12.8 µM | 0.34% of 370,000 active;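 active = inhibition above the mean of all tested compounds plus 3 SD, set per campaign, cut at about 25% in these data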;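 also: 0% = DMSO with enzyme and 100% = buffer with substrate but no TDP2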
Target sequence (O95551 whole entry, looked up): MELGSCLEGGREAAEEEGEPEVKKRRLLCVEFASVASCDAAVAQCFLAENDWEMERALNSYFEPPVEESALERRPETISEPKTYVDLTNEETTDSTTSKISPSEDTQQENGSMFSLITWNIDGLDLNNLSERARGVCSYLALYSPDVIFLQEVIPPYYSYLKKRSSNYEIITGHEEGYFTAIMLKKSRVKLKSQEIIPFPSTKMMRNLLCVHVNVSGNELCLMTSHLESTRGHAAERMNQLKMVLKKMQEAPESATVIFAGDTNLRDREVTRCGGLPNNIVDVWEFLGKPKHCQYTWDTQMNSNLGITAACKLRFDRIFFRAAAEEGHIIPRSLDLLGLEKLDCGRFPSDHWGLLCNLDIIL
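Assay system: recombinant human TDP2 / Reagent: T5PNP substrate at 5 mM, a TopII-DNA adduct mimic / Measured by: epi absorbance from released p-nitrophenol / Evaluation: % inhibition relative to enzyme-containing and enzyme-free wells / Control set: enzyme-free and DMSO wells / Replicates: each compound tested once, singlicate / Schedule: enzyme reaction with compound for 2 h at 37 °C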
SIAE inh: blocks human sialic acid acetylesterase | inhibition, % at 9.66 µM | Q9HAT2 | SIAE FP-Rh probe binding, fluorescence polarization | 0.69% of 370,000 active;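 active = inhibition above a cutoff: mean of compounds within the control limits plus 3 SD of those, cut at about 17% in these data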;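 also: 0% = plate median of compound wells and 100% = probe without SIAE protein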
Target sequence (Q9HAT2 whole entry, looked up): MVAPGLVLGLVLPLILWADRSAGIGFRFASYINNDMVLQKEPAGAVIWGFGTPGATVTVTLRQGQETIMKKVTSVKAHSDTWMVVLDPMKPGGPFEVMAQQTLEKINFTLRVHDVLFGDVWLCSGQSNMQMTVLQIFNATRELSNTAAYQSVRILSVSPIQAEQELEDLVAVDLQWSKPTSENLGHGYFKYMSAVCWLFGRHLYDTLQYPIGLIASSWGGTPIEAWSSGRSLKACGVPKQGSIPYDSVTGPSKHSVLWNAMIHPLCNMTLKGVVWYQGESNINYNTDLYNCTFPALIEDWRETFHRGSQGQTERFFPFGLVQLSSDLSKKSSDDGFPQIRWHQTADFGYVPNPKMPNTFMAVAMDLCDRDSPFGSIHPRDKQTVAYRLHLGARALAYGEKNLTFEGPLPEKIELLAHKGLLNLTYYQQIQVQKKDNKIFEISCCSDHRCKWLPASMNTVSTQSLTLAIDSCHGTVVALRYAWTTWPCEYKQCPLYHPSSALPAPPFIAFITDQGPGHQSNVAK
PLCb3 inh: PLC-beta3 (human) inhibition, primary screen. 0.18% of 370,000 active. inhibition, % at 12.2 µM. Purified PLC-beta3, fluorogenic substrate, fluorescence. Q01970; in the data active = inhibition above about 11%;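 also: 0% = median of compound wells on plate and 100% = full blocker control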
ADAM10 inh: ADAM10 inhibition, QFRET primary screen | 0.62% of 370,000 active | inhibition, % at 7 µM | O14672 | recombinant ADAM10, EDANS/DABCYL FRET peptide cleavage, 3 h;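 active = inhibition above a per-campaign cutoff equal to the mean of compounds falling between control-based bounds plus 3 SD, cut at about 20% in these data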;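 also: 0% = DMSO wells while the 100% control is not disclosed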
ARFGAP1 inhibitor: inhibitors of rat ARFGAP1; Q62848; Arfgap1-stimulated ARF1 GTP hydrolysis, GDP FP detection; inhibition, % at 16.5 µM; 0.26% of 360,000 active;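 active = inhibition above a per-plate limit, mean inhibition of low control wells plus 3 SD, cut at about 25% in these data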;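 also: 0% = DMSO wells with enzyme and 100% = wells lacking Arfgap1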
Target sequence (Q62848 1-136 limits assumed): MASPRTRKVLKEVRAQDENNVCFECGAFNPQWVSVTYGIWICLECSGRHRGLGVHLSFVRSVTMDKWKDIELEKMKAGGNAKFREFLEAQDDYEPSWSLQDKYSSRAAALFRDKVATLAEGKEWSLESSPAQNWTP
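Assay system: Rat Arfgap1 GAP domain (His6, aa 1-136), purified enzyme | Buffer or medium: HEPES 25 mM pH 7.5, NaCl 150 mM, MgCl2, DTT | Schedule: GTP hydrolysis reaction 2 h at 25 °C | Signal: FP of antibody-bound GDP Alexa 633 tracer, ex 620/em 688 nm | Measure: Percent inhibition of Arfgap1-stimulated GTP hydrolysis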
Tn7 DDE FP: disrupts Tn7 cyclic peptide binding to fibrin D-Dimer-E complex | P02675 | 0.13% of 370,000 active | inhibition, % at 8.3 µM | FP displacement of FITC-Tn7 peptide from fibrin DD(E); 0% = median of compound wells per plate | AID 720508;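 active = inhibition above the mean of compounds falling within the control limits plus 3 SD of them, cut at about 14% in these data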;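 also: 0% = plate median of compound wells and 100% = 10 µM Aha-Tn7 peptide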
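system = human fibrin DD(E) protein | quantity = DD(E) 2 µM final | medium = Tris/NaCl/CaCl2 buffer, pH 7.8 | also added = labelled Tn7 tracer, 0.1 µM | compound dosing = single point at 8.3 µM | timing = compound with protein 10 min, then 3 h after probe, room temperature | signal = FP measurement | benchmarks = Aha-Tn7 high control | repeats = one replicate per compound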
PLC-gamma1 inh: PLC-gamma1 (human) inhibition, primary screen; 0.84% of 370,000 active; P19174; purified PLC-gamma1, fluorogenic substrate, fluorescence; inhibition, % at 12.2 µM; in the data active = inhibition above about 9.5%
ASAP1 inh: ASAP1 ArfGAP inhibition; Q9ULH1; 0.19% of 360,000 active; AID 624377; inhibition, % at 16.5 µM; ASAP1-stimulated ARF1 GTP hydrolysis, GDP FP detection; in the data active = inhibition above about 25%;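 also: 0% = vehicle with enzyme and substrate and 100% = no enzyme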
DDE Tn6 FP inh: DD(E)-Tn6 binding inhibition, primary FP screen. P02675. Fibrin DD(E) TRITC-Tn6 fluorescence polarization displacement. inhibition, % at 8.3 µM. 0.21% of 370,000 active. AID 720509;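 active = inhibition above a per-campaign cutoff: mean of compounds within control limits plus 3 SD, cut at about 15% in these data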;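 also: 0% = median of all compound wells on the plate and 100% = blocking peptide control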
ADAM17 inh: ADAM17 inhibition, QFRET primary screen. AID 720648. recombinant ADAM17, EDANS/DABCYL FRET peptide cleavage. inhibition, % at 6.95 µM. 0.83% of 370,000 active. P78536;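 active = inhibition above the mean of compounds lying between control limits plus 3 SD, set per campaign, cut at about 8.5% in these data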;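 also: 0% = DMSO-only wells as the low control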
Numbers without * were called inactive; . = no result given.

SMILES | TDP2 inh | SIAE inh | PLCb3 inh | ADAM10 inh | ARFGAP1 inhibitor | Tn7 DDE FP | PLC-gamma1 inh | ASAP1 inh | DDE Tn6 FP inh | ADAM17 inh
COc1cc(C=Nn2c(-c3cc(C)[nH]n3)n[nH]c2=S)cc(Br)c1O | 8 | -1 | 1 | -3 | . | -2 | 3 | . | 3 | 2
C=CCn1c2ccccc2c2nnc(SCC(=O)Nc3cc(C)on3)nc21 | -2 | 0 | 3 | 12 | 6 | -5 | 3 | -8 | -1 | -1
CCN(Cc1ccccc1)S(=O)(=O)c1cn(C)cn1 | -16 | -9 | -13 | -5 | 0 | -2 | -2 | -1 | -5 | -6
CC(C)(C)c1ccc(OC(=O)N2CCOCC2)cc1 | 3 | -3 | -6 | 1 | -2 | -8 | 0 | 9 | -2 | -4
Cn1nnnc1SCC(=O)Nc1ccccc1C(N)=O | -4 | -1 | -2 | -3 | 7 | 9 | 1 | 5 | 5 | -6
Cc1cc(C)c(S(=O)(=O)O)c(C)n1 | 8 | 8 | 1 | -5 | -2 | -3 | 2 | 3 | 5 | -1
COc1ccccc1NC(=O)c1ccc(NC(=O)C2CC2)cc1 | -6 | 2 | -6 | -4 | -7 | 4 | -1 | -13 | -2 | 1
O=C(Nc1ccc(Cl)cc1)C1CCCN(c2ncnc3c2nc2n3CCCCC2)C1 (configuration not stated) | 17 | -7 | -7 | -8 | 9 | -1 | -1 | -1 | -6 | -5
CC(C)c1csc(CN2CCN(Cc3ccc(F)c(F)c3)C(CCO)C2)n1 (configuration not stated) | -6 | -4 | -5 | -8 | 0 | -5 | -4 | -6 | 3 | -6
COc1cc(/C=C/C(=O)O)cc(S(=O)(=O)Nc2cc(Cl)c(Cl)cc2Cl)c1OC | -6 | 2 | -15 | 3 | -6 | 5 | 0 | -14 | 1 | -1
CCOC(=O)N1CCN(S(=O)(=O)c2c(C(=O)N3CCCCC3)c(C)n(C)c2C)CC1 | -10 | 4 | -2 | -1 | 0 | 5 | -2 | -12 | 4 | -2
CC(C)c1ccc(NC(=O)c2cc(S(=O)(=O)N3CCCCC3)c[nH]2)cc1 | 3 | -13 | 7 | 4 | 8 | -3 | 5 | 7 | -6 | 1
CN(C)c1ccc(CNc2nc(-c3ccccc3)nn2S(C)(=O)=O)cc1 | 0 | 6 | -1 | -9 | -11 | 6 | 0 | -6 | -1 | 2
CC(NC(=O)c1ccco1)c1cccc2ccccc12 (configuration not stated) | 4 | 0 | -1 | 4 | 5 | 1 | 3 | 12 | -11 | 1
O=C(CSc1nnc(-c2cccnc2)n1CCc1ccccc1)NCc1ccccc1 | 6 | -2 | 0 | -1 | 1 | -6 | 4 | -10 | -7 | 2
C=CCN1CCN(C(=O)CCCc2ccccc2)CC1 | 5 | 0 | -3 | 4 | 0 | -5 | 0 | -7 | 3 | -1
CCC(=O)N1CCc2cc(Br)c(S(=O)(=O)NC3CCN(Cc4ccccc4)CC3)cc21 | 2 | 2 | 2 | 3 | . | -1 | 0 | . | 5 | 2
N#C/C(=C\Nc1ccccc1SC(F)(F)F)c1nc(-c2ccccc2)cs1 | -1 | -2 | 2 | 3 | 2 | 0 | -4 | 12 | -3 | -2
COc1ccc(-c2noc(CCC(=O)NCc3ccco3)n2)cc1 | -5 | -2 | -7 | -7 | 10 | 1 | 1 | 12 | 2 | 0
CCOC(=O)c1cnc2ccc(C(=O)OC)cc2c1Nc1ccc(C(=O)O)cc1 | 7 | 3 | 4 | -3 | 4 | -3 | -2 | 0 | 2 | 2
O=C(Nc1nncs1)C(Sc1ccccc1)c1ccccc1 (configuration not stated) | 4 | 0 | -4 | -6 | 4 | -5 | -1 | 4 | 2 | -1
COCCNCc1ccccc1[N+](=O)[O-] | 2 | -5 | -1 | 4 | -4 | 6 | -2 | 2 | 3 | -2
Cc1ccc(S(=O)(=O)N2CCCCC2)cc1NC(=O)CSc1nncn1-c1ccccc1 | 3 | -1 | 3 | 2 | 6 | -8 | 1 | 13 | -1 | 1
Cc1nn(Cc2ccc(F)cc2)c(C)c1NC(=O)C1c2ccccc2Oc2ccccc21 | -4 | 9 | 10 | 12 | 2 | 3 | 7 | -8 | 1 | 3
CCc1ccc(Nc2nnc(SCC(=O)c3c(N)n(C4CC4)c(=O)[nH]c3=O)s2)cc1 | -1 | 9 | -2 | -7 | 1 | 11 | -2 | -10 | -2 | 0

Continued:
SMILES | TDP2 inh | SIAE inh | PLCb3 inh | ADAM10 inh | ARFGAP1 inhibitor | Tn7 DDE FP | PLC-gamma1 inh | ASAP1 inh | DDE Tn6 FP inh | ADAM17 inh
COc1cccc(C2CC(c3cccs3)=NN2C(=O)CSc2nc3ccccc3s2)c1OC (configuration not stated) | -4 | -2 | -3 | -6 | 4 | -3 | -4 | 2 | 4 | 2
CCN(CC)S(=O)(=O)c1cccc(C(=O)OCC(=O)c2ccc3c(c2)NC(=O)CO3)c1 | -9 | 1 | -4 | -2 | 7 | 2 | -3 | -3 | 2 | 0
CC(C)=CCN1CCNC(=O)C1CC(=O)NCc1nc(C)c(C)s1 (configuration not stated) | 2 | -1 | -6 | -9 | 3 | 4 | -2 | -1 | -1 | -2
C[C@@H]1COC(=O)[C@@H](CC(=O)OC(C)(C)C)C/C=C\C[C@@H](CC(=O)N[C@@H](CO)Cc2ccccc2)C(=O)N1 | -4 | -11 | 0 | 5 | 9 | -3 | 2 | -1 | -11 | -3
CCCc1cc(=O)oc2cc(C)cc(OCC(=O)NCc3cccnc3)c12 | -4 | 18* | -208 | -332 | -10 | -1 | -136 | -2 | -1 | -103
CCCCn1nnnc1SCC(=O)Nc1ccc(F)cc1 | 6 | 2 | 6 | 7 | 4 | 1 | 6 | -7 | 0 | 1
O=C(c1ccccc1Br)N1CCC(c2nc3ccccc3s2)CC1 | -3 | -3 | -4 | 5 | -9 | -3 | 3 | -10 | -1 | 2
COCCOc1cc(NC(=O)CS(=O)CC(=O)N(C)C)c(Cl)cc1Cl (configuration not stated) | -6 | 0 | -1 | -6 | -9 | 6 | -2 | -15 | 8 | -5
CCc1nc(NCCN)c(C#N)c2c1CSC(C)(C)C2 | 0 | 0 | -16 | -50 | 10 | -8 | -5 | 5 | -8 | -15
C[N+](C)(CC#N)C/C=C\c1ccccc1 | 0 | -3 | -8 | -1 | -1 | 6 | 0 | 11 | -7 | -4
C(=C\c1ccccc1)/CN1CCN(C(c2cccs2)c2nnnn2C2CCCC2)CC1 (configuration not stated) | 0 | 7 | 7 | 0 | 1 | -1 | 0 | 4 | 3 | -1
Cc1nc(SCC(=O)NC(=O)NCCC(C)C)c2c(-c3cccs3)csc2n1 | 5 | 1 | 2 | -5 | 4 | 2 | -2 | -1 | 5 | -3
Cc1ccc(C)c(COC(=O)c2cc([N+](=O)[O-])ccc2N2CCOCC2)c1 | 3 | -7 | 0 | 8 | 0 | 6 | 5 | 15 | 5 | 5
O=C1CCC2(C(=O)O)Sc3ccccc3N12 (configuration not stated) | -1 | 4 | 0 | -10 | 3 | -1 | 1 | -5 | -1 | 0
CS(=O)(=O)c1ccc2nc(NC(=O)Nc3ccccc3F)sc2c1 | 21 | -22 | -7 | 2 | 2 | 3 | -4 | -11 | 0 | -2
O=C(CSc1nnnn1-c1cccnc1)NCc1cccs1 | 8 | 3 | 0 | 4 | 7 | -7 | 1 | -5 | -2 | -3
O=C(Cn1ccc([N+](=O)[O-])n1)N1CCCCCC1 | -16 | 5 | -3 | -8 | 9 | -4 | 0 | 5 | 0 | -5
CNC(=O)c1sc(=S)n(-c2ccc(OC)cc2)c1N | -10 | 1 | 2 | 10 | 0 | -5 | 9 | -1 | 0 | 4
Cc1ccc(CNC(C)(C)CO)cc1 | -2 | -2 | 1 | 4 | 12 | 1 | 0 | -2 | 1 | 3
CC(=O)c1cccc(NC(=O)C(C)OC(=O)c2ccc(Br)o2)c1 (configuration not stated) | -14 | -3 | -1 | 0 | -3 | -6 | 4 | 3 | 3 | 5
O=C(COc1ccccc1)Nc1c(C(=O)N2CCC(N3CCCCC3)CC2)oc2ccccc12 | -4 | 1 | -8 | -7 | -2 | -3 | 0 | -8 | 4 | -3
COC(=O)C1CCN(C(=O)N2CCOCC2)CC1 | 5 | 1 | 2 | 1 | 7 | -3 | 1 | 2 | -12 | -2
Cc1ccccc1C(=O)Nc1ccc2c(c1)CCCN2C(=O)c1cccs1 | 9 | 3 | -5 | 4 | 12 | -2 | 1 | 3 | -9 | 1
COCC(=O)N1CCC(Oc2ccc(C(=O)NCc3cnc(C)cn3)cc2)CC1 | 3 | -3 | -8 | -4 | -1 | -2 | 2 | 7 | 3 | 0
S=c1[nH]ccn1Cc1ccccc1 | -5 | -15 | -3 | 4 | -2 | 2 | 2 | -5 | 1 | 2

(more compounds)
SMILES | TDP2 inh | SIAE inh | PLCb3 inh | ADAM10 inh | ARFGAP1 inhibitor | Tn7 DDE FP | PLC-gamma1 inh | ASAP1 inh | DDE Tn6 FP inh | ADAM17 inh
N#CC1(NC(=O)CN2C(=O)c3ccccc3C2=O)CCCCC1 | -7 | -2 | -6 | -18 | -10 | -5 | 2 | -10 | -3 | 1
CCCN1C2=NCCCN2c2ccccc21 | -8 | -6 | 9 | 6 | 6 | -5 | 8 | 0 | 2 | 4
O=C(Nc1ccc(Cl)cc1)c1ccc(CN2CCc3ccccc3C2)cc1 | -22 | -9 | -5 | 3 | 3 | 0 | 13* | 6 | -1 | 2
O=C(NC1CCCC1)[C@@H]1CCCN1C(=O)[C@H](Cc1cccnc1)NC(=O)N1CCOCC1 | 6 | 1 | 2 | -3 | 10 | -8 | 0 | -6 | 7 | -3
CO[C@H]1CC[C@@]2(C)[C@@H](CC[C@@H]3[C@@H]2CC[C@@]2(C)[C@H]3C[C@H](C(=O)O)O[C@]23CCCO3)C1 | -6 | -6 | 0 | -2 | 12 | -10 | 3 | -3 | 6 | -2
C=CCN(CC=C)C(=O)COn1nnc2ccc(S(=O)(=O)N3CCOCC3)cc21 | 3 | 0 | -5 | -10 | 1 | 3 | 5 | -10 | 3 | -1
Cc1ccc(S(=O)(=O)N(C)C)cc1NC(=O)C1CCC1 | -22 | 2 | -8 | -2 | 1 | -6 | -2 | -2 | -6 | 2
CCN1CCN(S(=O)(=O)c2ccc(Cl)c(C(=O)N(CCc3ccccc3)Cc3ccccc3)c2)CC1 | 2 | -1 | -4 | 8 | 1 | 5 | 5 | -4 | 0 | 3
COCCN1C=C2C(=O)C(C)(OC(=O)C3CCCC3)C(=O)C=C2C=C1c1ccsc1 (configuration not stated) | 31* | 0 | -55 | -11 | -5 | 1 | -31 | -13 | 1 | -5

Compound activity: PubChem, The Scripps Research Institute Molecular Screening Center

This is a random part of the collection, and some 3.6% of all compounds hit somewhere here.
